# Giardia kill – Giardia lamblia killing. Giardia lamblia trophozoite viability. activity change, % at 7.66 µM, hits read low. 340,000 tested, 0.15% active. AID 540267; in the data active means activity change below about -80%; inconclusive means between about -30% and that limit;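 further: parasites exposed to compound for two days anaerobically before the ATP read; on the % scale 0 is the no-effect control and ±100 the full control effect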
#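 Compounds were tested on trophozoites seeded at 100 cells/well and held 48 hrs at 37 deg C anaerobically. An ATP-based luminescent kit measured the remaining live cells.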
# hERG WT inh – blocks the wildtype human KCNH2 potassium channel | Q12809 | U2OS, BacMam KCNH2, thallium flux FluxOr; active compounds read low | activity change, % at 1.84 µM | 340,000 tested, 0.37% active | AID 720551;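 active means maximum activity change below -70%; inconclusive means maximum activity change between -70% and -50%; inactive means maximum activity change above -50%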; further: on the % scale 0 is the no-effect control and ±100 the full control effect
# Target sequence (Q12809 whole entry, looked up): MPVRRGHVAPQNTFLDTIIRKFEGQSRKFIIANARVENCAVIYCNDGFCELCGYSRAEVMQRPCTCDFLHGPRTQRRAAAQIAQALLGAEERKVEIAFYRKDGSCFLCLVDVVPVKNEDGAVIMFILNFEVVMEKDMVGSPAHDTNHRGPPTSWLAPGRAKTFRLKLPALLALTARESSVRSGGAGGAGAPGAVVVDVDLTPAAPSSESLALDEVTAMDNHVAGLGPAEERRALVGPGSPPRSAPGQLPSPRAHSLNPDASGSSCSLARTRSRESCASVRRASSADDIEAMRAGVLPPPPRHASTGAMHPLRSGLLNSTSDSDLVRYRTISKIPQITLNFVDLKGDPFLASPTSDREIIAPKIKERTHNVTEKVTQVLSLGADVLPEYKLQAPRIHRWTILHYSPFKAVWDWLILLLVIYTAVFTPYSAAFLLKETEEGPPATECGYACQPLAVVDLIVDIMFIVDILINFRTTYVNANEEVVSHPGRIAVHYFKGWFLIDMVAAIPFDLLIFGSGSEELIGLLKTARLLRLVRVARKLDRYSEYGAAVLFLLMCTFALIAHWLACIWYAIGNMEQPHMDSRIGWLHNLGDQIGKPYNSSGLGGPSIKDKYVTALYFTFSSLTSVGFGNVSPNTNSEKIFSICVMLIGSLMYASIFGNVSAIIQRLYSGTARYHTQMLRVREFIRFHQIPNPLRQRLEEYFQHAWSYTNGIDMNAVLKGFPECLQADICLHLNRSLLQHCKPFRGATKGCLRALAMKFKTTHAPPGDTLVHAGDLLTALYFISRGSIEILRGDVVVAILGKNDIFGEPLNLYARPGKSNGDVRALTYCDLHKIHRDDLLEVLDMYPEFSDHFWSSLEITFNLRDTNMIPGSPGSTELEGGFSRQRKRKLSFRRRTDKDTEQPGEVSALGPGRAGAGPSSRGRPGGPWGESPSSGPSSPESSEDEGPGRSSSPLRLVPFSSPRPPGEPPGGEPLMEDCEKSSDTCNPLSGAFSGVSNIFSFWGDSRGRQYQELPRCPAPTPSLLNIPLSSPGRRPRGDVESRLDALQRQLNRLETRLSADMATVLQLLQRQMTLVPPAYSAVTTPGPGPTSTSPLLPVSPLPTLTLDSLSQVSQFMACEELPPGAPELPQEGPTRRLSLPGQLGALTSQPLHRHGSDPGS
#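 U2OS cells transduced with wild-type KCNH2 virus are loaded with FluxOr dye for 45 min, and thallium flux is measured in kinetic reads before and after stimulation buffer. Rate constants are normalized to DMSO controls.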
# GALK inhibitor – galactokinase (human) inhibition; Purified GALK, Kinase-Glo residual ATP luminescence; 270,000 tested, 0.007% active; Potency, µM (series often up to 57.5 µM), for inactives: top-dose activity change, negative = inhibition, most hits filed as inhibitors; P51570; further: potency means the concentration at half of the fitted maximal effect; on the % scale 0 is the no-effect control and ±100 the full control effect
#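 ATP-depletion format; final 35 uM ATP, 100 uM D-galactose, 5 nM enzyme; pH 8.0 HEPES/Mg2+ buffer; 60 min RT; luminescence read 10 min after detection reagent.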
# MLL CXXC-DNA inh – blocks binding of human MLL CXXC domain to DNA | Q03164 | MLL-CXXC / FITC-HOXA9 DNA fluorescence polarization | Potency, µM (series often up to 115 µM), inactives show at the highest dose activity change, negative = inhibition, usual class: inhibitors | 290,000 tested, 0.037% active | AID 2662; active means well fitted inhibition curve with a large enough effect in the polarisation, with a control signal flat, not every such curve was filed as active; inconclusive means small, poorly fitted or top-dose-only effect, or effect the other way, or a change in a side signal; inactive means no such curve, though single readings can be large or run the other way; the % refers to the polarisation; further: potency means the concentration at half of the fitted maximal effect
#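 Purified MLL-CXXC (added from a 7 uM solution) was preincubated 5 min at ambient with pinned compounds in 50 mM Tris-HCl pH 7.5, 50 mM NaCl, 1 mM DTT, 0.05% BSA. Fluorescein-labeled HOX-A9 DNA (50 nM solution) followed, 30 min, then polarization read.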
# AT treatment – potential ataxia-telangiectasia treatment; […] A-T fibroblasts, KAP-1 phosphorylation AlphaLISA; neocarzinostatin DNA damage 30 min before lysis; Potency, µM (titrated, usually from 57.5 µM), for the others: top-dose activation, hits mostly activators; 320,000 tested, 0.19% active; further: potency means the concentration at half of the fitted maximal effect; % of control where 0% means no effect; nearly all actives have a fitted effect of over 45% in size
#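 hTERT-immortalized A-T patient fibroblasts ([…]), 500 cells/well in OPTI-MEM, 1% FBS, got compounds for 60 min, then NCS for 30 min at 37C. Lysates were then assayed for phospho-KAP-1 by AlphaLISA (anti-pKAP1 donor, anti-KAP1 acceptor beads), 6 hr at 25C.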
# TSHR antagonist – human thyrotropin receptor antagonism. TSHR-expressing cells, TSH-stimulated cAMP HTRF, 2 h; active compounds read low. activity change, negative = inhibition, % at 11.5 µM. 330,000 tested, 0.2% active. AID 504810;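 active means activity change below a set negative limit, meaning inhibition stronger than a set level, cut at about -70% in these data; inconclusive means activity change between two set negative limits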; further: on the % scale 0 is the no-effect control and ±100 the full control effect
#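 Inhibition of cAMP made by TSHR-expressing cells under TSH stimulation (4nM final, EC80; 2 h, 37 deg C) is quantified with a one-step lysis HTRF kit, anti-cAMP cryptate versus cAMP-d2.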
# Tb PFK block – blocks T. brucei phosphofructokinase | AID 485367 | 330,000 tested, 0.17% active | T. brucei PFK, ADP-Glo luminescence | Potency, µM (titrated, usually from 57.5 µM), inactives show at the top dose activity, negative = inhibition, actives largely listed as inhibitors;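 further: potency means the concentration at half of the fitted maximal effect; 0% = uninhibited 1x PFK enzyme wells and -100% = no-enzyme wells; nearly all actives have a fitted effect of over 60% in size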
#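 Activity is normalized to no-enzyme wells (full inhibition) and 1.25 nM enzyme wells (no inhibition). Reaction: 0.5 mM F6P, 0.1 mM ATP, 45 min RT, ADP-Glo luminescence; concentration-response curves fitted and classed by quality.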
# BCR signal inh – inhibitors of chronic active B-cell receptor signaling; ABC-DLBCL IkBa-CBG/CBR reporter, luminescence ratio, 4 h; Potency, µM (doses to about 46.1 µM), without a hit: top-dose ratio change, negative = lower green/red ratio, usual class: inhibitors; 340,000 tested, 0.05% active; active means well fitted inhibition curve with a large enough effect in the signal ratio, with a control signal flat, not every such curve was filed as active; inconclusive means small, poorly fitted or top-dose-only effect, or effect the other way, or a change in a side signal; the % refers to the signal ratio;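 further: potency means the concentration at half of the fitted maximal effect; plate controls were basal doxycycline-induced cells for no effect and cells given 10 µM MG132 for full effect; MG132 reads +100%, hits lower the ratio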
#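 TMD8 ABC-DLBCL cells carrying doxycycline-inducible green luciferase fused to IkappaBalpha plus unfused red luciferase were exposed to compounds (up to 46 uM) for 4 hrs at 37C. Activity came from the overlap-corrected green/red luminescence ratio.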
# Coupling enz – counter-screen for Giardia aldolase inhibitors: coupling enzyme system | coupling enzyme system counterscreen, AmpLite Red fluorescence | 290,000 tested, 0.67% active | activity change, negative = inhibition, % at 58.2 µM, hits read low; in the data active means activity change below about -30%; further: on the % scale 0 is the no-effect control and ±100 the full control effect
#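 Counterscreen lacking aldolase: glyceraldehyde-3-phosphate coupling-enzyme reagent preincubated 10 min at RT with compound (at 57.5 uM final), then substrate/coupling system with AmpLite Red added; fluorescence read at 525/598 nm after 20 min RT.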
# TCR act – activates T cell receptor signaling; 330,000 tested, under 10 active; Potency, µM (top dose mostly 9.22 µM), without a hit: at the top dose activation of IL-2 secretion, most hits filed as activators; primary human leukocytes, anti-CD3, IL-2 HTRF, 48 h; further: % of control where 0% means no effect
#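 Compounds are tested in HTS on primary human leukocytes co-incubated with a-CD3 beads for 48 hr. IL-2 output is measured by time-resolved FRET.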
# Active calls of the source: *; ? = inconclusive; . = no result given; [ ] = remark or other dose. Unless noted, the call rests on the fitted dose curve; in most records, active means well fitted curve in the direction sought with a large enough effect; inconclusive means small, poorly fitted or top-dose-only effect, or another doubt; inactive means no such curve, though single readings can be large; an effect the other way counts as inactive or inconclusive. An unsorted share of the library (roughly 1.6% active in at least one column).
Compound	Giardia kill	hERG WT inh	GALK inhibitor	MLL CXXC-DNA inh	AT treatment	TSHR antagonist	Tb PFK block	BCR signal inh	Coupling enz	TCR act
O=C(c1sc2cccc(F)c2c1Cl)N1CCN(c2ncccn2)CC1	-13.8	-9.6	0.8%	3.1%	2.8%	-13.1	1.3%	-7.6%	0.5	0.3%[46.1 µM]
Cc1ccc(S(=O)(=O)N(C)C)cc1NC(=O)CSc1nnnn1-c1ccc(O)cc1	-17.1	0.7	-1.2%	-1.8%	0.8%	-8.3	2.0%	-18.5%	2.2	-1.7%
Nc1ccccc1-c1nc2ccccc2[nH]1	-3.6	-1.2	-0.1%	0.1%	1.9%	-0.3	-8.1%	15.2%	-5.3	0.4%
Cc1noc(C)c1S(=O)(=O)N(CC(=O)NC(C)c1ccccc1)c1ccc(C(C)C)cc1 (stereo not given)	-10.8	8.2	-5.7%	3.5%	10.1%	-7.3	3.7%	0.4%	.	6.7%
O=C(Nc1ccccc1Cl)N1CCCN(c2nc(-c3ccccc3)ns2)CC1	10.5	1.7	.	-0.2%	3.2%	-9.8	1.4%	19.9%	-0.3	-2.8%
CCN1C(=O)N[C@@H](c2cccc(C(F)(F)F)c2)[C@@H](C(=O)OC)[C@H]1C	-10.9	-1.5	.	.	.	.	.	.	0.7	-0.3%
O=C(/C=C/c1ccco1)c1ccc(O)cc1	.	.	-2.1%	3.8%	-4.4%	3.3	-0.8%	?	1.9	.
CCn1c(SCC(=O)NC(C)(C)C)nnc1-c1ccncc1	-0.4	-2.8	-0.3%	-5.0%	8.0%	12.7	3.2%	-0.8%	-0.6	6.3%
CC1CN(S(=O)(=O)c2ccc(CN3C(=O)c4cccnc4C3=O)s2)c2ccccc2O1 (stereo not given)	-22.3	2.9	5.1%	-0.2%	-5.2%	12.7	-2.2%	-7.2%	.	8.3%
Cc1ccc(NCc2nc3ccccc3n2CCOc2ccccc2)cc1	-14.1	2.0	0.4%	11.7%	-0.5%	-20.6	0.0%	?	-11.4	0.8%
CCCCN1C(=O)C(O)(CC(=O)c2c(C)n[nH]c2C)c2cc(Br)ccc21 (stereo not given)	0.3	-1.1	-0.9%	1.6%	-6.7%	-1.8	0.1%	0.0%	2.7	-25.1%
CCOc1cc(C2Nc3ccccc3C(=O)N2c2ccccc2OC)ccc1O (stereo not given)	-10.3	2.9	0.1%	-5.4%	.	13.0	-3.0%	?	2.2	-2.1%
CCOC(=O)Cc1csc(NC(=O)Cn2cnc3c2c(=O)n(C)c(=O)n3C)n1	6.5	-4.8	14.2%	-18.1%	3.8%	13.1	-11.5%	0.5%	4.6	6.9%
CCCCCNCC(=O)Nc1cccc(C(=O)Nc2cccc(C(F)(F)F)c2)c1	-3.6	9.3	2.1%	-0.2%	-7.5%	8.1	-2.5%	?	3.2	-4.9%
CCN(CC)S(=O)(=O)N1CCC(C(=O)NCCC2=CCCCC2)CC1	8.5	.	0.4%	-2.0%	1.4%	0.0	0.9%	?	-0.7	0.6%
CCOC(=O)N1CC=C2C(C#N)=C(N)C(C#N)(C#N)[C@H](c3cccs3)[C@H]2C1	0.9	-5.4	-0.7%	-2.1%	-1.7%	-1.3	0.8%	?	-13.2	.
Cc1ccc(C2(C)NC(=O)N(CC(=O)N3CCN(S(=O)(=O)c4cccc(F)c4)CC3)C2=O)cc1 (stereo not given)	-17.7	3.3	-2.7%	2.2%	-8.5%	9.9	0.7%	?	.	0.0%
CCN(CC)S(=O)(=O)c1ccc(C(=O)NCc2ccc3c(c2)OCO3)cc1	-6.4	-7.4	-2.0%	-8.0%	1.0%	-9.6	-1.4%	?	-1.3	0.0%
Cc1cc(C)cc(NC(=O)N2CCCN(c3ncccc3[N+](=O)[O-])CC2)c1	5.1	-4.4	.	3.2%	-1.1%	-2.9	2.9%	-18.8%	0.3	-0.5%
O=C(C[C@H]1C/C=C\CC[C@@H](Cc2ccc(F)cc2)C(=O)O[C@@H](c2ccccc2)CNC1=O)N[C@H](CO)Cc1ccccc1	-7.5	-2.2	.	.	0.1%	-0.1	2.3%	1.2%	.	0.1%
Cc1cc(C)nc(NC(=NCc2ccc3c(c2)OCO3)NC(=O)Nc2ccccc2)n1	0.5	-2.7	-0.4%	-4.8%	.	.	.	.	-0.7	.
CCc1nc(SCc2cccnc2)[nH]c(=O)c1C	2.2	2.4	-0.3%	-8.8%	3.9%	-3.4	-1.4%	-4.4%	-1.8	5.6%
CCOC(=O)c1[nH]c2ccc(OC)cc2c1NC(=S)N1CCN(c2ccccc2)CC1	-6.0	2.8	-2.6%	3.4%	2.2%	6.6	-3.8%	-5.1%	1.4	1.1%[46.1 µM]
COc1ccc(-n2c(C)nnc2SCC(=O)N2CCOCC2)cc1	12.3	-6.2	6.7%	-6.4%	3.2%	5.4	0.1%	-1.4%	0.7	-7.4%
Cc1ccc(N2C(=O)C(c3c(C)[nH]n(-c4ccccc4)c3=O)(C(F)(F)F)C3=C2CC(C)(C)CC3=O)cc1 (stereo not given)	-6.7	2.2	-0.5%	12.1%	-0.6%	-4.1	0.8%	-1.2%	5.1	-0.4%
Cc1cc(C)c(C)c(S(=O)(=O)Nc2ccccc2C(=O)O)c1C	1.5	-12.0	1.8%	-19.1%	-1.9%	13.7	17.7%	-5.0%	9.5	2.2%
O=C(NC(=O)c1ccccc1)OCC(F)(F)F	16.1	11.0	-1.4%	1.5%	4.6%	-10.3	1.2%	1.1%	0.8	6.0%
O=C(Cn1nnc(-c2cccc(C(F)(F)F)c2)n1)NC1CCCC1	-6.5	10.2	4.9%	4.7%	3.2%	1.7	-1.7%	-0.4%	1.4	-1.7%
CS(=O)(=O)N(CC(=O)Nc1c(F)cccc1F)c1ccc(C23CC4CC(CC(C4)C2)C3)cc1	2.8	17.1	1.8%	25.5%	-12.1%	-9.0	-1.9%	17.8%	2.5	0.0%
CN(C)CCNc1oc(-c2ccccc2F)nc1C#N	-25.8	-1.6	0.5%	5.1%	-9.4%	-2.8	-17.0%	4.7%	2.8	6.0%
COc1ccccc1CNC(=O)C1CC(c2c(Cl)cccc2Cl)=NO1 (stereo not given)	-4.6	-19.5	-4.1%	2.3%	0.3%	31.1	3.0%	0.9%	6.0	6.1%
NCCCCCC(=O)Nc1ccncc1	-15.9	-33.4	.	-5.3%	-10.6%	-0.1	0.4%	-0.7%	3.5	1.1%
Cc1ccc(Cl)cc1NC(=S)N(Cc1cccnc1)Cc1ccccc1Cl	7.2	-2.1	11.2%	-1.5%	-0.8%	-2.5	-1.6%	?	-0.6	.
CCOc1ccc(NS(=O)(=O)c2ccc(OC)c(NC(=O)c3ccc4c(c3)OCCO4)c2)cc1	-1.7	-3.0	-0.8%	-0.4%	0.5%	-5.9	-1.3%	-0.2%	-1.9	0.2%[46.1 µM]
COc1cc(CCNC(=O)CCCn2c(=O)c3cccn3c3cccnc32)cc(OC)c1OC	7.2	1.3	-2.2%	-2.5%	0.3%	-14.5	0.6%	-0.2%	-1.3	-0.9%
COCC1CCN(C(=O)c2cc(COc3ccccc3SC)on2)C1 (stereo not given)	2.8	7.7	0.4%	3.4%	2.0%	-7.0	-1.1%	1.7%	0.3	2.1%
COc1cc(/C=C/CO)cc(OC)c1OC/C=C(\C)CCC=C(C)C	9.7	-14.0	-1.9%	-8.2%	27.0%	-15.5	5.7%	-0.1%	1.3	-1.1%
Cc1ccc(C(=O)N2CCCC(c3ccc(Cl)cc3)=N2)cc1	-13.0	-2.0	0.8%	5.3%	8.6%	-9.4	2.8%	?	0.6	-1.9%
O=C(CSc1nc(-c2ccc(F)cc2)nc2ccc(F)cc12)Nc1cccc(C(=O)O)c1	-2.7	-6.6	7.7%	3.2%	-2.2%	-6.2	-10.4%	-1.7%	3.0	-20.6%

# Molecules from the list above with a cyano group:
Compound	Giardia kill	hERG WT inh	GALK inhibitor	MLL CXXC-DNA inh	AT treatment	TSHR antagonist	Tb PFK block	BCR signal inh	Coupling enz	TCR act
CCOC(=O)N1CC=C2C(C#N)=C(N)C(C#N)(C#N)[C@H](c3cccs3)[C@H]2C1	0.9	-5.4	-0.7%	-2.1%	-1.7%	-1.3	0.8%	?	-13.2	.
CN(C)CCNc1oc(-c2ccccc2F)nc1C#N	-25.8	-1.6	0.5%	5.1%	-9.4%	-2.8	-17.0%	4.7%	2.8	6.0%
